# Screening results: PubChem, several laboratories
# Mac1 fbg inh: blocks human CD11b/CD18 adhesion to fibrinogen. P05107+P11215. K562 CD11b/CD18 adhesion to fibrinogen, ATPlite luminescence; Mn2+ added to activate the integrin. inhibition, % at 10 µM. 0.54% of 93,000 active;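 active = primary inhibition of 50% or more at 10 µM, then 40% or more on retest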; also: some results filed as inactive read as strong as hits
# sEH act: increases human soluble epoxide hydrolase activity. purified human sEH enzymatic activity, activator screen. AID 717. P34913. 0.04% of 91,000 active. activation, % at 2 µM; in the data active = activation above about 37%; also: values of inactives mirror those of a sister screen read the other way
# E coli WT exp: blocks growth of wild type E. coli BW25113. OD600 absorbance. growth inhibition, % at 100 µM. 0.15% of 98,000 active. AID 710;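 active = growth inhibition above about 50% at one test dose, limit read from the data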;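 also: growth measured after 20 h incubation at 37 °C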
# S1P2 blocker: blocks the human S1P2 receptor; inhibition, % at 5 µM; O95136; cell-based S1P2 antagonist assay, inhibition at 5 uM; 0.21% of 97,000 active; in the data active = inhibition above about 45%;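 also: CRE beta-lactamase reporter cells expressing human S1P2 stimulated with S1P; 0% = agonist at EC80 alone and 100% = agonist plus reference antagonist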
# Target sequence (O95136 whole entry, looked up): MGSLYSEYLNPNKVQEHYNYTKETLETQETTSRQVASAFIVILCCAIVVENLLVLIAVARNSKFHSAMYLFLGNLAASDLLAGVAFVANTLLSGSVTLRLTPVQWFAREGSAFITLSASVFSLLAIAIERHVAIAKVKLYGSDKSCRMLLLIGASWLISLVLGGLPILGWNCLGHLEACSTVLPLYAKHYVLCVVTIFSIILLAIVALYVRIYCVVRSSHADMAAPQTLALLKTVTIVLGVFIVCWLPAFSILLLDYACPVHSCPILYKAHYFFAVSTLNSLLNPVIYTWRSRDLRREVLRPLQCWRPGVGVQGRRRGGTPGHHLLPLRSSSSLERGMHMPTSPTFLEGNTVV
# PostGolgi yeast: growth inhibition of a yeast mutant, post-Golgi transport screen | inhibition, % at 10 µM | 0.9% of 98,000 active | post-Golgi transport phenotypic cell assay | AID 739;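 also: yeast cells grown in 1536-well plates; yeast grown about 18 h at 30C before absorbance read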
# PostGolgi ctrl: inhibits growth of the yeast control strain; inhibition, % at 10 µM; AID 738; efflux-deficient yeast background strain, growth absorbance A615, 16 h; 5% of 98,000 active
# PLAP activator: activates human placental alkaline phosphatase; P05187; 1.2% of 96,000 active; purified PLAP enzyme, luminescent substrate read-out; hits give high values; activation fold at 20 µM; in the data active = activation fold above about 2
# Target sequence (P05187 whole entry, looked up): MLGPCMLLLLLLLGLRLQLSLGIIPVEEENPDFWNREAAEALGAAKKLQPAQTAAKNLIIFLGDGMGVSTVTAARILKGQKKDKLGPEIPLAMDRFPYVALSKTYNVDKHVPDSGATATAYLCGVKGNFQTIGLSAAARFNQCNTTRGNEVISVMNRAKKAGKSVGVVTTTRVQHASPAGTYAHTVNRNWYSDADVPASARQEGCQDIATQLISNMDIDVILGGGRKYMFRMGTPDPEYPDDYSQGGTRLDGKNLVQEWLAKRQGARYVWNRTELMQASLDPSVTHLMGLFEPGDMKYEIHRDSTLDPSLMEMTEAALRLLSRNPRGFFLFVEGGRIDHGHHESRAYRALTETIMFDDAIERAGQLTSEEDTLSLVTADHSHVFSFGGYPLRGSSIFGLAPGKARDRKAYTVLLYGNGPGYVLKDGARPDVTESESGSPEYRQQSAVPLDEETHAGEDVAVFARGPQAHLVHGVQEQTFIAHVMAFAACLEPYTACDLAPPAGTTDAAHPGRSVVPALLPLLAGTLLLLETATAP
# S1P2 ag: activates the human S1P2 receptor; 0.46% of 97,000 active; S1P2-expressing cell line, agonist reporter read-out; AID 729; O95136; activation, % at 4.5 µM; in the data active = activation above about 16%;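 also: 0% = vehicle low control and 100% = maximal reference agonist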
# sEH inhibitor: soluble epoxide hydrolase (human) inhibition | P34913 | 0.34% of 91,000 active | recombinant human sEH enzymatic activity assay | inhibition, % at 2 µM; in the data active = inhibition above about 80%; also: values of inactives mirror those of a sister screen read the other way; many of its hits are not listed in these tables
# Starred values were filed as active, the others as inactive; nt = no result given. Rule as the data show it, unless noted: active = inhibition above about 30%; inactive = the rest.
SMILES,Mac1 fbg inh,sEH act,E coli WT exp,S1P2 blocker,PostGolgi yeast,PostGolgi ctrl,PLAP activator,S1P2 ag,sEH inhibitor
Cc1nnc(SCC(=O)Nc2sccc2C(N)=O)n1Cc1ccccc1,-8,nt,-1,-12,6,32*,1.1,-1,nt
FC(F)(F)C1=CC(c2ccc(Br)cc2)=NCCN1,-21,-6,15,1,6,14,0.9,-5,5
Cc1ccccc1NC(=O)CCC(=O)OCC(=O)c1ccc(-c2ccccc2)cc1,3,-8,5,27,-6,-1,1,-5,8
C=CCN1C(=O)CSC1=Nc1ccc(O)cc1,-7,-10,12,-23,-2,2,0.9,-6,12
Cc1ccc(OCCN2C(=O)c3ccccc3C2=O)c(C)c1,-16,-9,-6,-40,2,13,1,-3,7
O=S(=O)(CCc1nc2ccccc2s1)c1ccc(Cl)cc1,4,-20,-12,-2,1,12,0.8,-7,18
O=C(CN1C(=O)NC2(CCCc3ccccc32)C1=O)N1CCN(C(=O)c2ccco2)CC1 (stereo not drawn),-22,2,8,4,-2,-6,1,-4,-5
Cc1ccc(-c2noc(CN(C(=O)Cc3ccccc3)C(C)C)n2)cc1,5,-1,0,8,-4,16,1.6,-4,-1
Cc1c(Cl)c([N+](=O)[O-])nn1CCCC(=O)Nc1sc2c(c1C#N)CCC2,-2,0,2,4,-2,4,1,-11,0
O=c1cc(-c2ccccc2)nc(N2CCCCC2)[nH]1,3,18,8,8,-2,45*,0.8,-3,-20
C=CCn1c(-c2ccc(C)cc2)nc2ccccc21,2,-21,1,-26,4,18,0.7,-1,22
C=CCn1c(SC(CCO)C(=O)NCc2ccco2)nc2sc3c(c2c1=O)CCC3 (stereo not drawn),-10,4,-2,0,-13,2,1.2,-1,-5
Cc1ccc(N2CC(C(=O)Nc3nnc(C(C)C)s3)CC2=O)cc1 (stereo not drawn),-18,24,0,-2,0,18,1.3,-2,-21
N#Cc1c(NC(=O)CSc2nnc(-c3ccccc3)o2)sc2c1CCCC2,-9,22,-2,19,13,7,0.9,-7,-19
Cc1ccc2c(CN3CCC(C)CC3)cc(=O)oc2c1,-9,-6,21,-10,13,3,1.5,-5,7
O=S(=O)(N/N=C\c1cn(-c2ccccc2)nc1-c1ccccc1)c1ccccc1,nt,19,-18,16,15,20,1.3,-9,-18
CCC(c1nnc(SCC(=O)Nc2ccc(C(=O)Nc3ccccc3OC)cc2)o1)N(C)C (stereo not drawn),-5,9,-4,-5,5,3,2.3*,-2,-6
CCOc1ccc(N2C(=O)CS/C2=C(\C(Cl)=C(Cl)Cl)[N+](=O)[O-])cc1,-19,-8,-6,-7,1,-3,1.2,-4,4
Cc1cc(C)c(S(=O)(=O)c2ccccc2C)c(OCC(C)(C)C)n1,nt,4,-2,1,-3,11,0.9,-3,-4
Clc1ccc(-c2cc(COc3ccccc3)no2)cc1Cl,nt,3,-6,-1,-4,6,0.9,-4,-1
CC(=O)c1c(C)nc(-c2ccc3c(c2)OCO3)n1O,-16,5,-3,-1,-6,6,1,-2,-2
O=C(NCc1ccc(Cl)cc1)c1ccc(Cl)cc1[N+](=O)[O-],12,-18,-1,18,-4,11,1.1,-5,20
CCOC(=O)CN1CC23C=CC(O2)C(C(=O)Nc2ccc(F)cc2)C3C1=O (stereo not drawn),-6,5,-3,8,-1,9,1.2,-6,-4
Cc1ccn2c(/C=N/OCc3ccc(F)cc3)c(-c3ccc(Cl)cc3)nc2c1,-2,6,-19,-4,2,5,1,-5,-8
CCOc1cc(C)c(Cl)cc1S(=O)(=O)NCC1CCCO1 (stereo not drawn),-4,-21,13,-4,-7,26,1.2,-8,25
COCCCNC(=O)Cc1ccccc1OC,-11,2,-2,-1,-5,-1,0.9,-2,-6
CC(=O)C1C(c2ccc(Cl)cc2)NC(=O)NC1(O)C(F)(F)F (stereo not drawn),-6,6,-6,-17,5,3,0.9,-2,-7
CCN(CC(=O)NCc1cccs1)c1nnnn1-c1ccccc1,-8,nt,1,35,12,24,0.8,-7,nt
O=C1C2C3C=CC(C3)C2C(=O)N1CCN1CCN(S(=O)(=O)c2ccc3ccccc3c2)CC1 (stereo not drawn),19,4,-1,9,-12,-3,1.3,-6,-1
COc1ccccc1-c1cc(C(F)(F)F)nc(S(=O)(=O)CCCC(=O)N2CCCCC2C)n1 (stereo not drawn),-6,10,8,-6,18,62*,0.9,-4,-12
CCOC(=O)c1cc(-c2ccccc2)sc1NC(=O)C(C)Sc1nnnn1C (stereo not drawn),-7,1,-20,-13,73*,64*,1.8,1,0
O=c1[nH]c(Nc2ccccc2)cc2ccccc12,nt,nt,30,-14,5,4,1,-2,nt
O=C(O)c1oc2ccccc2c1-n1cccc1,-17,-6,-2,14,-1,6,1,-8,4
CCn1c(SC(C)C)nnc1C1CCN(S(=O)(=O)c2ccc(OC)cc2)CC1,nt,0,8,11,-5,18,1.1,-4,2
O=C1NCC(COCC2CC=CCC2)O1 (stereo not drawn),nt,nt,15,-4,-1,8,nt,-7,nt
Cc1ccc(C(=O)c2cc([N+](=O)[O-])ccc2N2CCOCC2)c(C)c1,26,-4,1,-16,-12,14,1.1,1,2
O=c1c2ccccc2nc2c3ccccc3c(NCc3ccco3)nn12,-8,9,0,-19,-7,19,1,-4,-10
CCOC(=O)c1c(CN2CCCCC2)n(C)c2cc(Br)c(O)cc12,4,5,-1,-9,-3,0,1,-1,-7
Cc1ccc(C(=O)Nc2cccc(-c3cnc4ccccc4n3)c2)cc1,nt,-8,-9,19,-5,-4,0.8,-8,10
COc1ccc2oc(C(=O)CCC(=O)O)c(N)c2c1,-8,nt,-1,-1,2,6,1,-4,nt
Cn1c(-c2ccc(-c3ccccc3)cc2)c[nH]c1=S,0,-7,-6,-39,-9,22,1.1,-5,7
Cc1cc(NC(=O)CCC(=O)N(c2ccccc2)C(C(=O)NC2CCCCC2)c2cccs2)no1 (stereo not drawn),nt,6,-5,-8,1,12,nt,-4,-4
CCCOc1ccc(NC(=O)c2c(-c3ccccc3)noc2C)cc1,-14,-7,-5,4,-10,15,1,-4,8
CCOC(=O)N1CCN(C(=O)CCS(=O)(=O)c2ccc(Br)s2)CC1,-5,nt,3,9,0,11,0.9,-8,nt
Cn1cnc2c(N3CCCCC3)nccc21,nt,3,4,-5,-5,1,0.9,-3,-8
COc1ccc(-c2nc(CS(=O)CC(=O)NCc3cccnc3)c(C)o2)cc1OC (stereo not drawn),-17,nt,1,-6,1,-1,1.6,-6,nt
Cc1cc2cc(CN(Cc3ccc4c(c3)OCO4)C(=O)c3ccco3)c(=O)[nH]c2cc1C,1,-1,-12,6,0,-2,1.3,-4,2
Cc1nn(-c2ccc(Cl)cc2)c2sc(C(=O)c3c(N)n(C)c(=O)n(C)c3=O)cc12,nt,1,-4,8,-6,-5,1,2,2
O=C(Nc1ccc2oc(-c3cccc4ccccc34)nc2c1)c1ncn[nH]1,18,5,1,-2,-1,1,nt,-3,-4
N#CCCN(C(=O)Nc1ccccc1)c1ccccc1,-8,-1,7,-11,7,4,0.8,-10,5

# The list goes on:
SMILES,Mac1 fbg inh,sEH act,E coli WT exp,S1P2 blocker,PostGolgi yeast,PostGolgi ctrl,PLAP activator,S1P2 ag,sEH inhibitor
CC(=O)Nc1ccc(-c2nnc(SCC(=O)c3ccc4c(c3)Cc3ccccc3-4)n2C)cc1,nt,15,-5,-9,-1,13,1.2,-4,-14
O=C(CCCc1ccccc1)Nc1cccc2c1CCCC2,-1,-47,2,2,-1,37*,1.3,-5,49
O=C(c1cc2sccc2n1Cc1ccccc1)N1CCN(c2nc3ccccc3s2)CC1,nt,-4,-19,24,9,41*,1.2,-6,6
COC(=O)Nc1sc2nc(C)cc(C)c2c1-n1cccc1,-6,-6,9,8,13,9,1.1,-11,5
COc1ccc(-n2nc3c(c2NC(=O)c2c(F)cccc2Cl)CS(=O)C3)cc1 (stereo not drawn),-5,6,6,16,7,-5,0.9,-9,-8
CCN(C(=O)c1ccnc(C(C)(C)C)c1)c1ccccc1,7,-4,4,7,-9,2,1.5,-2,7
Cc1cc(-c2nc3ncccc3o2)ccc1N,nt,4,4,-13,3,-8,nt,-9,-2
O=C1c2cccc(Cl)c2C(=O)c2c1cccc2N1CCCC1,nt,-12,nt,10,nt,nt,nt,-7,11
CCCc1c(C)c2ccc(OCC(C)=O)cc2oc1=O,7,-3,3,-5,0,10,1,-6,2
C=CCSc1nc2sc(-c3ccccc3)cc2c(=O)n1N,-9,1,-18,7,3,3,0.9,-9,0

# Gathered by group, the compounds so far containing a COOH group.
SMILES,Mac1 fbg inh,sEH act,E coli WT exp,S1P2 blocker,PostGolgi yeast,PostGolgi ctrl,PLAP activator,S1P2 ag,sEH inhibitor
O=C(O)c1oc2ccccc2c1-n1cccc1,-17,-6,-2,14,-1,6,1,-8,4
COc1ccc2oc(C(=O)CCC(=O)O)c(N)c2c1,-8,nt,-1,-1,2,6,1,-4,nt

# Some of these compounds in order of molar mass, rising.
SMILES,Mac1 fbg inh,sEH act,E coli WT exp,S1P2 blocker,PostGolgi yeast,PostGolgi ctrl,PLAP activator,S1P2 ag,sEH inhibitor
Cn1cnc2c(N3CCCCC3)nccc21,nt,3,4,-5,-5,1,0.9,-3,-8
Cc1cc(-c2nc3ncccc3o2)ccc1N,nt,4,4,-13,3,-8,nt,-9,-2
N#CCCN(C(=O)Nc1ccccc1)c1ccccc1,-8,-1,7,-11,7,4,0.8,-10,5
CCCc1c(C)c2ccc(OCC(C)=O)cc2oc1=O,7,-3,3,-5,0,10,1,-6,2
CCN(C(=O)c1ccnc(C(C)(C)C)c1)c1ccccc1,7,-4,4,7,-9,2,1.5,-2,7
O=C(CCCc1ccccc1)Nc1cccc2c1CCCC2,-1,-47,2,2,-1,37*,1.3,-5,49
COC(=O)Nc1sc2nc(C)cc(C)c2c1-n1cccc1,-6,-6,9,8,13,9,1.1,-11,5
O=C1c2cccc(Cl)c2C(=O)c2c1cccc2N1CCCC1,nt,-12,nt,10,nt,nt,nt,-7,11
C=CCSc1nc2sc(-c3ccccc3)cc2c(=O)n1N,-9,1,-18,7,3,3,0.9,-9,0
CCCOc1ccc(NC(=O)c2c(-c3ccccc3)noc2C)cc1,-14,-7,-5,4,-10,15,1,-4,8
O=C(Nc1ccc2oc(-c3cccc4ccccc34)nc2c1)c1ncn[nH]1,18,5,1,-2,-1,1,nt,-3,-4
COc1ccc(-n2nc3c(c2NC(=O)c2c(F)cccc2Cl)CS(=O)C3)cc1 (stereo not drawn),-5,6,6,16,7,-5,0.9,-9,-8
Cc1nn(-c2ccc(Cl)cc2)c2sc(C(=O)c3c(N)n(C)c(=O)n(C)c3=O)cc12,nt,1,-4,8,-6,-5,1,2,2
CC(=O)Nc1ccc(-c2nnc(SCC(=O)c3ccc4c(c3)Cc3ccccc3-4)n2C)cc1,nt,15,-5,-9,-1,13,1.2,-4,-14
O=C(c1cc2sccc2n1Cc1ccccc1)N1CCN(c2nc3ccccc3s2)CC1,nt,-4,-19,24,9,41*,1.2,-6,6
Cc1cc(NC(=O)CCC(=O)N(c2ccccc2)C(C(=O)NC2CCCCC2)c2cccs2)no1 (stereo not drawn),nt,6,-5,-8,1,12,nt,-4,-4

# Later entries:
SMILES,Mac1 fbg inh,sEH act,E coli WT exp,S1P2 blocker,PostGolgi yeast,PostGolgi ctrl,PLAP activator,S1P2 ag,sEH inhibitor
O=C(c1cccc(OC(F)F)c1)N1CCN(c2ncccn2)CC1,-7,-1,-1,14,6,7,1.2,-7,0
O=[N+]([O-])c1ccc(Sc2n[nH]c(-c3ccccc3)n2)nc1,-6,-6,4,4,-8,11,1,-3,5
O=C(Nc1ccc(-c2nnc(-c3ccco3)o2)cc1)C(c1ccccc1)c1ccccc1,10,12,-1,-9,-3,4,0.8,-2,-9
Cc1cccc(NC(NC(=O)c2cccnc2)C(Cl)(Cl)Cl)c1 (stereo not drawn),nt,10,7,15,0,12,0.9,-4,-11
C=CCn1c(SCC#N)nc2ccccc2c1=O,16,-3,-6,2,-11,18,1,0,2
Cc1ccc(C)c(N2CCN(S(=O)(=O)c3c(C)noc3/C=C/N(C)C)CC2)c1,-8,nt,4,15,0,13,1.2,-7,nt

# Random draw from the library; overall some 7.1% were active at least once.
